Screening results deposited in PubChem by several laboratories.
MazEF act = activators of E. coli MazEF toxin-antitoxin RNase, primary screen, biochemical, fluorescence, uHTS; hit rate 0.32% among 350,000; AID 504720, 2011; Endoribonuclease toxin MazF (Escherichia coli (strain K12)), P0AE70; FAM/BHQ RNA-DNA oligo cleavage fluorescence, 5 h; activation, % at 20 µM; in the data active = activation above about 50%
CCHFV vOTU inh = CCHFV vOTU protease inhibitors, primary screen, biochemical, Pep-AMC substrate, fluorescence | Crimean-Congo hemorrhagic fever virus L polyprotein viral ovarian tumor (vOTU) protease … | inhibition, % at 11.5 µM | hit rate 0.55% among 370,000; in the data active = inhibition above about 30%; note: 0% = vehicle wells with enzyme and 100% = no enzyme wells
3CLpro inhibitor = SARS-CoV 3CLpro protease inhibitors, primary screen, biochemical, quenched FRET; recombinant SARS-CoV 3CLpro, quenched FRET peptide cleavage; inhibition, % at 6 µM; hit rate 0.14% among 290,000; in the data active = inhibition above about 12%
VHR inh abs = VHR1 phosphatase inhibitors, primary screen, biochemical, absorbance, uHTS; AID 1654, 2009; Dual specificity protein phosphatase 3 (Homo sapiens), P51452; inhibition, % at 13.3 µM; hit rate 0.52% among 290,000; recombinant VHR phosphatase, pNPP absorbance; in the data active = inhibition above about 50%; note: some compounds called inactive have numbers as strong as hits
BH1578 lux ind = inducers of Vibrio cholerae quorum light production without autoinducers, primary screen, BH1578 luxS cqsA deficient, single point; V. cholerae BH1578 lux reporter, luminescence, 6 h; activation, % at 18.7 µM; hit rate 0.16% among 350,000; in the data active = activation mostly above about 9.7%, no sharp cut-off; inconclusive = no clear call, values can overlap the other calls; inactive = mostly below about 3.7%; note: not every result past the cut was called active; inactives centre near 0; reference of the scale not given here
TcdB GH inh = TcdB glycohydrolase inhibitors, primary screen, biochemical, single point, plate reader; inhibition, % at 9.99 µM; hit rate 0.24% among 350,000; AID 652162, 2013; TcdB glycohydrolase enzymatic assay; Toxin B (Clostridioides difficile), P18177; in the data active = inhibition above about 10%
Yp Topo-I inh = Yersinia pestis topoisomerase I inhibitors, primary screen, biochemical, cleavage product accumulation, plate reader, single point. Y. pestis Topo-I cleavage product accumulation. DNA topoisomerase I (Yersinia pestis CO92). activity, % at 10 µM. hit rate 0.064% among 360,000. AID 504884, 2011; in the data active = activity above about 50%, passing the limit was not always enough; inconclusive = no clear call, values can overlap the other calls; note: inactives centre near 2
PriA SSB inh = inhibitors of Klebsiella pneumoniae PriA binding to SSB C-terminal tail, primary screen, biochemical, AlphaScreen. PriA–SSB C-terminal tail interaction (Klebsiella pneumoniae). AlphaScreen SSBct-PriA binding, biotinylated peptide. inhibition, % at 33 µM. hit rate 0.6% among 430,000; in the data active = inhibition mostly above about 37%, no sharp cut-off; inactive = mostly below about 20%;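 note: plate controls were negative control peptide for no effect and reference peptide for full effect; strong numbers were not always called active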
PrPC TRFRET = inhibitors of human cell surface prion protein PrPC, primary screen, cell-based, TR-FRET; Major prion protein (Homo sapiens), P04156; hit rate 0.43% among 370,000; TR-FRET read-out; inhibition, % at 13.8 µM; in the data active = inhibition above about 24%; note: 0% = median of the test wells and 100% = reference compound wells
Rv3671c inh = Rv3671c serine protease inhibitors, primary screen, biochemical, fluorescence polarization, M. tuberculosis H37Rv | inhibition, % at 5.96 µM | hit rate 0.048% among 320,000; in the data active = inhibition above about 38%;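 note: extracellular domain of Rv3671c used as enzyme; 0% = enzyme with DMSO and 100% = no enzyme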
* = called active by the depositor; i = inactive; ? = inconclusive; / = no result given. A portion of the library; rates above refer to the full screens.

[1] FC(F)Sc1ccc(NC(=S)NCC2CCCCC2)cc1
[2] CCOC(=O)NNC(=O)c1[nH]c2ccc(Br)cc2c1-c1ccccc1
[3] O=C(c1cc(COc2cccc(C(F)(F)F)c2)on1)N1CCCC1
[4] CCN(CC)c1ccc(-c2n[nH]c(=S)n2-c2ccccc2)cc1
[5] COCCNC(=O)c1ccc2c(c1)ncn2-c1ccc(C)c(Cl)c1
[6] CC(=O)N1c2ccc(S(=O)(=O)N3CCC(C(=O)NC4CCC(C)CC4)CC3)cc2CC1C (stereo unspecified)
[7] COc1ccc(NC(=O)c2ccco2)cc1NC(=O)c1ccc(C)cc1
[8] COc1ccc(CN(Cc2nc3ccccc3c(=O)[nH]2)C(=O)NC2CCCCC2)cc1

entry no.	1	2	3	4	5	6	7	8
MazEF act	3	5	2	0	3	7	8	-7
CCHFV vOTU inh	6	-3	-1	0	7	13	6	5
3CLpro inhibitor	-4	2	/	-3	-4	1	-2	-4
VHR inh abs	6	55*	/	9	6	2	-9	-4
BH1578 lux ind	-0.2	-0.8	-0.6	-1.1	i	i	i	-1.0
TcdB GH inh	0.2	0.3	0.0	0.9	-8.9	-1.0	/	/
Yp Topo-I inh	7	13	20	16	21	18	10	25
PriA SSB inh	-34	11	/	1	-6	-10	-12	-2
PrPC TRFRET	6	5	0	17	7	12	2	25*
Rv3671c inh	-13	-13	/	1	3	-4	-6	-2

Full records as entered above. Screens in order: MazEF act | CCHFV vOTU inh | 3CLpro inhibitor | VHR inh abs | BH1578 lux ind | TcdB GH inh | Yp Topo-I inh | PriA SSB inh | PrPC TRFRET | Rv3671c inh
CCOC(=O)NNC(=O)c1[nH]c2ccc(Br)cc2c1-c1ccccc1 is listed as 5 | -3 | 2 | 55* | -0.8 | 0.3 | 13 | 11 | 5 | -13
COc1ccc(NC(=O)c2ccco2)cc1NC(=O)c1ccc(C)cc1 is listed as 8 | 6 | -2 | -9 | i | / | 10 | -12 | 2 | -6
CC(=O)N1c2ccc(S(=O)(=O)N3CCC(C(=O)NC4CCC(C)CC4)CC3)cc2CC1C (stereo unspecified) is listed as 7 | 13 | 1 | 2 | i | -1.0 | 18 | -10 | 12 | -4
COc1ccc(CN(Cc2nc3ccccc3c(=O)[nH]2)C(=O)NC2CCCCC2)cc1 is listed as -7 | 5 | -4 | -4 | -1.0 | / | 25 | -2 | 25* | -2
COCCNC(=O)c1ccc2c(c1)ncn2-c1ccc(C)c(Cl)c1 is listed as 3 | 7 | -4 | 6 | i | -8.9 | 21 | -6 | 7 | 3

The listing continues:
[9] CCOC(=O)N1CCN(C(=O)CCc2ccc(S(=O)(=O)NCC(C)C)cc2)CC1
[10] O=C(CN1CCN(C(=O)N2CCOCC2)CC1)Nc1ccc(Br)cc1
[11] O=C(COc1ccc(Cl)cc1Br)N1CCN(S(=O)(=O)c2ccccc2)CC1
[12] COc1ccc(/C=C2/C(=O)N(c3nc4ccccc4s3)N=C2CSc2ccc(Cl)cc2)cc1
[13] COc1ccc(CCN(C)C(=O)CSc2nnc(C3CC3)n2N)cc1OC
[14] CC(/C=N/NC(=O)c1cc(-c2cccn2C)n[nH]1)=C\c1ccccc1
[15] COc1ccc(Cl)cc1NC(=O)COC(=O)C1CC1
[16] O=C(COC(=O)CNC(=O)c1ccccc1)NC12CC3CC(CC(C3)C1)C2

entry no.	9	10	11	12	13	14	15	16
MazEF act	5	8	-1	-7	1	10	-2	5
CCHFV vOTU inh	9	-2	-6	-5	-4	1	0	0
3CLpro inhibitor	/	4	4	1	/	-6	/	/
VHR inh abs	/	4	13	37	/	16	/	/
BH1578 lux ind	-0.1	-0.3	-0.4	-0.3	-1.4	-1.2	2.7	-0.4
TcdB GH inh	0.1	/	-0.2	-0.6	1.0	0.6	2.4	-0.1
Yp Topo-I inh	-7	-1	11	-1	-4	-6	-5	-3
PriA SSB inh	-10	-15	-6	-10	-9	i	-5	/
PrPC TRFRET	4	-5	3	-3	1	7	-4	-1
Rv3671c inh	-1	0	/	-1	-3	-13	3	/

[17] CC(C)[C@H](NC(=O)c1ccco1)C(=O)OCC(=O)Nc1ccccc1OC(F)F
[18] CCn1cnc2c1c(=O)n(CC(=O)NCc1ccccc1)c(=O)n2Cc1ccccc1
[19] CNc1nc(C)cc(C)c1S(=O)(=O)c1ccc(Cl)cc1
[20] COc1ccc(OC)c(CC(NC(C)=O)C(=O)NC2CCN(C(=O)c3cccc(C)c3)CC2)c1 (stereo unspecified)
[21] COc1cc(CNc2cccc(F)c2)cc(Br)c1O
[22] Cc1ccc(CNc2ccc(N3CCOCC3)cc2)s1
[23] CCCNC(C)C(=O)Nc1ccccc1C (stereo unspecified)
[24] COc1ccc(CSCC(=O)Nc2ccccc2)cc1[N+](=O)[O-]

entry no.	17	18	19	20	21	22	23	24
MazEF act	6	2	-24	-1	12	-1	8	-7
CCHFV vOTU inh	10	-7	8	5	-7	-4	4	1
3CLpro inhibitor	0	-3	0	-2	-3	3	2	1
VHR inh abs	5	6	29	48	12	20	21	-13
BH1578 lux ind	0.0	-0.3	i	-0.4	-0.2	-4.1	i	i
TcdB GH inh	-0.1	0.2	/	1.5	-1.9	/	1.1	1.2
Yp Topo-I inh	-9	3	11	-3	11	?	1	-1
PriA SSB inh	-1	-3	-8	-17	11	0	-9	-1
PrPC TRFRET	1	-4	-2	-5	6	-10	2	9
Rv3671c inh	-1	1	-4	/	-5	1	4	-6

[25] Cc1ccc(S(=O)(=O)N(C)C)cc1NC(=O)COC(=O)c1ccc2ccccc2n1
[26] Cn1c(-c2cc3ccc(OC(=O)C(C)(C)C)cc3oc2=O)nc2ccccc21
[27] CC(C)(C)C(=O)N1CCN(C(c2ccccc2)c2ccccc2)CC1
[28] Cc1nc(CCNC(=O)CC2C(=O)NCCN2CC(C)(C)C)nc2c1CCC2 (stereo unspecified)
[29] CCCOc1ccc(N2C(=O)CC(NCc3ccc(S(N)(=O)=O)cc3)C2=O)cc1 (stereo unspecified)
[30] CSc1nccc(Oc2ccccc2Cl)n1
[31] Cc1cc(C(=O)N2CCN(c3ccccc3)CC2)c(C)o1
[32] CCOC(=O)c1c(C)[nH]c(C(=O)COc2ccc3c(c2)OCO3)c1C

entry no.	25	26	27	28	29	30	31	32
MazEF act	-4	8	4	-5	2	7	1	13
CCHFV vOTU inh	15	-223	/	-5	-8	-11	2	4
3CLpro inhibitor	/	0	0	8	1	/	0	0
VHR inh abs	/	45	-14	5	0	/	14	14
BH1578 lux ind	i	i	-18	-0.4	-0.2	0.8	-0.2	1.4
TcdB GH inh	0.5	/	/	0.2	1.5	-0.5	/	/
Yp Topo-I inh	14	8	31	10	-4	8	11	11
PriA SSB inh	0	-17	1	11	-7	-10	5	-8
PrPC TRFRET	0	-5	/	3	4	8	8	1
Rv3671c inh	-3	-4	11	3	7	-8	-7	1

[33] O=C(N/N=C/c1ccccn1)c1ccc(Br)cc1
[34] CC(C)C(NC=C1C(=O)OC(C)(C)OC1=O)C(=O)O (stereo unspecified)
[35] CCCCN(C)c1c(C)nc2ccc(C(=O)NC3CCN(C)CC3)cn12
[36] CCOc1ccc(/C=C/C2=Cc3c(sc(NC(=O)CSc4n[nH]c(N)n4)c3C#N)C(C)(C)C2)cc1
[37] C[C@H](O)[C@@H]1C(=O)N2CCc3c([nH]c4ccccc34)[C@@H]2C[C@@H]1N(C)C(=O)NC1CCCCC1
[38] O=[N+]([O-])c1ccc(S(=O)(=O)NCC2CC3CCC2C3)cc1 (stereo unspecified)
[39] NS(=O)(=O)c1ccc(NC(=S)NC(=O)c2cccnc2)cc1
[40] Cc1cc(/C=C2\C(=N)N3C(SCc4ccccc4)=NSC3=NC2=O)c(C)n1Cc1ccccc1

entry no.	33	34	35	36	37	38	39	40
MazEF act	15	6	/	22	-19	10	4	-22
CCHFV vOTU inh	-5	-1	18	11	-167	10	-16	-15
3CLpro inhibitor	0	-5	/	2	/	1	0	-2
VHR inh abs	-8	-16	/	30	/	23	11	6
BH1578 lux ind	-0.2	-0.2	-0.3	-0.4	-0.5	-0.5	0.2	i
TcdB GH inh	/	-0.6	-0.3	/	1.6	-1.4	1.0	/
Yp Topo-I inh	-2	1	-4	-4	10	-8	3	-3
PriA SSB inh	/	-5	/	5	/	-7	-4	-2
PrPC TRFRET	7	-1	-23	-11	-17	-14	-6	1
Rv3671c inh	6	0	/	-47	/	3	-3	-5

[41] N#CC(C#N)=Cc1cnc(N2CCN(c3ccccc3)CC2)s1
[42] Cn1c(=O)c2nc(NCc3ccccc3)sc2n(C)c1=O
[43] CCc1cc(=O)[nH]c(-n2[nH]c(-c3ccccc3)cc2=O)n1
[44] O=C(/C=C/c1cccs1)Nc1ccncc1
[45] CCCCNC(=O)Nc1cc(C(=O)OC)ccc1C
[46] CC(C)C1C2=C(CC(C)(C)CC2=O)ON1c1ccccc1 (stereo unspecified)
[47] O=C(c1ccc(Br)o1)N1CCN(c2ccccn2)CC1
[48] CCCCCn1c(CN2CCCCC2C)nc2c1c(=O)n(C)c(=O)n2C (stereo unspecified)

entry no.	41	42	43	44	45	46	47	48
MazEF act	6	-6	1	-2	0	-19	4	4
CCHFV vOTU inh	-4	8	-8	-8	5	-2	-7	-6
3CLpro inhibitor	-2	/	4	-5	-2	2	-2	1
VHR inh abs	34	/	40	6	0	6	-16	25
BH1578 lux ind	-0.9	0.8	-1.1	-0.2	i	i	-0.2	-0.6
TcdB GH inh	1.2	0.2	0.5	1.1	/	/	/	/
Yp Topo-I inh	-6	-2	-2	0	0	-2	1	4
PriA SSB inh	0	-6	3	2	-23	-21	-10	-24
PrPC TRFRET	2	8	-3	-14	-2	4	-4	-5
Rv3671c inh	-4	/	1	-5	-3	-1	0	-2

[49] O=C(Nn1nnnc1Nc1ccccc1)C12CC3CC(CC(C3)C1)C2
[50] Cn1c(=O)c2c(nc(N3CCCC3)n2CC(O)CO)n(C)c1=O (stereo unspecified)
[51] Cc1cc(C)n(CC(C)(O)c2ccccc2)n1 (stereo unspecified)
[52] CC(C)CC(NC(N)=O)C(=O)Nc1ccc2c(c1)OCO2 (stereo unspecified)
[53] c1ccc(-c2nc(CSc3nnc(-c4cccs4)o3)cs2)cc1
[54] O=C(NCc1ccc(OC(F)(F)F)cc1)C1CC(c2ccccc2C(F)(F)F)=NO1 (stereo unspecified)
[55] COC(=O)c1[nH]c2cccc(Cl)c2c1NC(=O)CN(C)C1CCCCC1
[56] Cc1ccc(-n2c(COc3c(C)cccc3C)nnc2SCC(=O)Nc2nccs2)cc1
[57] Cc1ccccc1S(=O)(=O)c1c(C)cc(C)n(CC(C)C)c1=O
[58] Cc1nc(-c2cccc(NC(=O)C3CCCCC3)c2)cs1
[59] Cc1ccc(C(=O)NC2CCN(CCCC(=O)c3ccc(F)cc3)CC2)cc1

entry no.	49	50	51	52	53	54	55	56	57	58	59
MazEF act	-1	0	1	4	-8	-3	-1	-16	-5	-17	1
CCHFV vOTU inh	9	-9	11	20	0	37*	8	6	14	-4	9
3CLpro inhibitor	-3	1	/	1	1	/	3	5	2	4	3
VHR inh abs	0	-6	/	-13	/	22	10	29	-11	36	25
BH1578 lux ind	0.7	-1.8	-4.0	i	-0.3	i	-1.4	-1.0	i	i	i
TcdB GH inh	/	/	0.6	2.2	/	0.3	/	/	/	1.0	-0.7
Yp Topo-I inh	-6	4	4	-8	-10	9	19	12	?	-4	11
PriA SSB inh	5	-8	-7	0	-3	6	-7	-21	-27	-2	-10
PrPC TRFRET	4	8	-3	12	-2	-4	0	-5	0	5	-5
Rv3671c inh	-2	4	6	5	0	-7	-7	3	9	3	-1
